Screens (PubChem BioAssay)
Imprint erasure = qHTS Assay for Compounds that Induce Erasure of Genomic Imprints. mouse ES Peg3-LacZ reporter, beta-gal luminescence, 40 h. Potency, µM (series often up to 60.7 µM), for the others: top-dose activity change, positive = activation, actives largely listed as activators. AID 1948, 2009. 110,000 tested, 0.02% active;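 further: 0% = negative control wells on the plate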
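Readout: BetaGlo luminescence (5 min, room temp) for LacZ from the normally silent maternal Peg3 allele in female Peg3LacZ-Neo ES cells. Cells 300/well, 40 h, 37C, 5% CO2. Data normalized per plate to negative controls.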
p53ts 39C tox = qHTS Screen for Compounds that Selectively Target Cancer Cells with p53 Mutations: Cytotoxicity of p53ts Cells at the Nonpermissive Temperature. Potency, µM (series often up to 46.1 µM), inactives show at the highest dose activity change, negative = cell killing, most hits filed as cytotoxic. 130,000 tested, 1.5% active. H1299-p53A138V viability at 39C, ATP luminescence, 24 h; further: nearly all actives have a fitted effect of over 55% in size
IkB signaling = IkB Signaling; ABC-DLBCL IkBa-CBG/CBR dual luciferase ratio, 4 h; response scale: scaled: untreated 0%, proteasome inhibitor 100%; Potency, µM (top dose mostly 57.1 µM), for the others: top-dose IkBa stabilization activation; 110,000 tested, 0.04% active; active means well fitted curve in the direction sought with a large enough effect in the signal ratio, not every such curve was filed as active; inconclusive means small, poorly fitted or top-dose-only effect, or a change in a side signal; the % refers to the signal ratio;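 further: the direction sought is a rising ratio; 0% = basal untreated cells and 100% = reference inhibitor full response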
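In this assay, an IκBα–CBG68 fusion accumulates when IKK-driven degradation is blocked; native CBR normalizes for cell number. OCI-Ly3 cells were treated 4 h with compound and doxycycline, then green and red light read after Chroma-Glo addition.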
p53ts 32C tox = qHTS Screen for Compounds that Selectively Target Cancer Cells with p53 Mutations: Cytotoxicity of p53ts Cells at the Permissive Temperature; H1299-p53A138V at 32C, ATP luminescence viability, 24 h; Potency, µM (doses to about 46.1 µM), inactives show at the top dose activity change, negative = cytotoxicity, usual class: cytotoxic; AID 924, 2007; 130,000 tested, 0.93% active;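 further: 0% = DMSO and -100% = full killing by reference compound; nearly all actives have a fitted effect of over 55% in size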
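ATP-content luminescence (ATPlite) read-out after 24 h compound exposure at 32C in H1299-p53A138V cells (600/well). Tested up to 46 uM. Normalized to DMSO (0%) and 100 uM tamoxifen (100% killing); Hill-fit AC50.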
The depositor's hits bear a star; ? = inconclusive; . = no result given; [ ] = another dose, or the depositor's remark. Unless noted, the call rests on the fitted dose curve; in most records, active means well fitted curve in the direction sought with a large enough effect; inconclusive means small, poorly fitted or top-dose-only effect, or another doubt; inactive means no such curve, though single readings can be large; an effect the other way counts as inactive or inconclusive. Unless noted, on the % scale 0 is the no-effect control and ±100 the full control effect; potency means the concentration at half of the fitted maximal effect.

Screens by letter – A = Imprint erasure; B = p53ts 39C tox; C = IkB signaling; D = p53ts 32C tox
> c1ccc(-c2noc(-c3cccc4ccccc34)n2)cc1
  A = -20%	B = ?	C = ?	D = -25%
> CC(C)(C)c1cnnn1-c1ccc(NC(=O)c2ccc3c(c2)OCO3)cc1
  A = 0%	B = 11%	C = 1.4%	D = 8%
> Clc1ccccc1NN(Cc1ccccn1)c1ccccc1Cl
  A = -8%[10.9 µM]	B = 4%[9.22 µM]	C = 2.6%[11.4 µM]	D = 14%[9.22 µM]
> CSc1nc(C)cc(C)c1C(N)=O
  A = .	B = -13%	C = .	D = -5%
> COc1ccc(NS(=O)(=O)c2cc3c(cc2C)N(C(C)=O)CCO3)cc1
  A = -19%[10.9 µM]	B = -10%	C = 13%	D = -1%
> CC(C)C(=O)N1c2nc(-c3ccco3)nn2C2(CCCCC2)[C@@H]2CCCC[C@@H]21
  A = ?	B = -7%	C = 1.6%	D = 2%
> CCOc1ccc(N2C(=O)c3[nH]nc(-c4ccccc4)c3C2c2ccc(O)c(OC)c2)cc1 (stereo not drawn)
  A = 15%[10.9 µM]	B = 19%	C = ?	D = 44%[activator]
> Cc1noc(C)c1S(=O)(=O)N1CCCC(C(=O)Nc2ccc(C(C)C)cc2)C1 (stereo not drawn)
  A = 10%[10.9 µM]	B = -5%	C = -1.1%	D = 2%
> COc1ccc(CC/C(=N\O)C2(O)CCCCC2)cc1
  A = -1%	B = 6%	C = 4.9%	D = -2%
> O=C(Cn1[nH]c(=O)c2ccccc2c1=O)OCC(=O)N1CCc2ccccc2C1
  A = -2%	B = -8%	C = 0.3%	D = 6%
> COCCNC(=O)c1ccccc1NC(=O)CN(c1ccc2c(c1)OCO2)S(C)(=O)=O
  A = -8%	B = 4%	C = 0.9%	D = 8%
> O=C(NCCN1CCOCC1)c1ccccc1-c1ccccc1
  A = -20%	B = 7%	C = 0.1%	D = -6%
> COC(=O)/C(N=Nc1c(C)n(C)n(-c2ccccc2)c1=O)=C(\C)O
  A = .	B = 3%	C = .	D = -14%
> c1ccc(N2CCN(c3ncnc4[nH]ncc34)CC2)cc1
  A = -10%[10.9 µM]	B = -20%	C = 0.8%	D = 0%
> Cc1ccc(CN(C(=O)COc2c(C)cccc2C)C2CCS(=O)(=O)C2)o1 (stereo not drawn)
  A = -6%[10.9 µM]	B = 19%	C = -1.3%	D = 10%

Further entries follow.
Screens by letter – A = Imprint erasure; B = p53ts 39C tox; C = IkB signaling; D = p53ts 32C tox
> COc1ccccc1CN1CCCC2(CCN(C(=O)c3csnn3)CC2)C1
  A = .	B = -16%	C = 2.8%[11.4 µM]	D = -16%
> Cc1ccc(CN2C(=O)CCC2C(=O)NCCN2CCOCC2)cc1 (stereo not drawn)
  A = -6%	B = -2%	C = 1.0%	D = -1%
> CCc1sc(NS(C)(=O)=O)nc1-c1ccccc1
  A = -17%	B = 5%	C = 0.5%	D = -2%
> COC(=O)c1c[nH]n2c(=O)cc(C)nc12
  A = -48%[inhibitor]	B = 13%	C = 2.2%	D = 12%
> Cc1cccc(C)c1NC(=O)CCC(=O)N1Cc2ccccc2Oc2ncccc21
  A = -4%[10.9 µM]	B = 10%	C = 0.0%	D = 2%
> CCOc1ccc2nc(-c3ccccc3)[nH]c2c1
  A = -88%[inhibitor]	B = 5µM*	C = ?	D = 6.3µM*
> Cc1cc(NC(=O)c2cnn3c(C(F)F)cc(C4CC4)nc23)no1
  A = -7%	B = 16%	C = 0.9%	D = 1%
> Cc1ccccc1Cn1cnc2nc3c(cc2c1=O)CC(C)CC3 (stereo not drawn)
  A = -6%[10.9 µM]	B = ?	C = 0.9%	D = -20%
> CCN(CC)CCOc1ccc2c(c1)C(=NNC(=O)c1ccccn1)c1cc(OCCN(CC)CC)ccc1-2
  A = .	B = -29%	C = .	D = ?
> CCOc1ccccc1NC(=O)C1=C(C)Nc2ncnn2C1c1cccs1 (stereo not drawn)
  A = -3%[10.9 µM]	B = -7%	C = 1.7%	D = 2%
> O=C(Nc1ccccc1)NC1(C(=O)NCc2ccc3c(c2)OCO3)CCCCC1
  A = -10%	B = 6%	C = 0.8%	D = 11%
> Cc1noc(-c2ccc(NCc3ccccc3)c([N+](=O)[O-])c2)n1
  A = 5%[10.9 µM]	B = -4%	C = -3.0%	D = -12%
> COc1cc(-c2nnc(-c3ccncc3)o2)ccc1OCc1ccccc1
  A = -10%	B = -9%	C = 2.2%	D = -3%
> CCOc1ccccc1-n1c(CNc2ccc(F)cc2)nnc1SCC(=O)NCc1ccco1
  A = .	B = 6%	C = .	D = -9%
> Cc1ccc(NC(=O)c2cc(-n3cnnc3)ccc2Cl)cc1
  A = .	B = 2%	C = .	D = 7%

Next records
Screens by letter – A = Imprint erasure; B = p53ts 39C tox; C = IkB signaling; D = p53ts 32C tox
> Cn1c(NCc2ccccc2F)nc2ccccc21
  A = -44%[inhibitor][10.9 µM]	B = ?	C = ?	D = ?
> CC(C)CCn1c(SCCc2ccccc2)nc2c1c(=O)[nH]c(=O)n2C
  A = -10%	B = -19%	C = -0.5%	D = -18%
> CC1Cc2ccccc2N1C(=O)Cn1c(=O)oc2cc(S(=O)(=O)N3CCCCC3)ccc21 (stereo not drawn)
  A = -14%	B = -7%	C = 2.2%	D = 4%
> CCS(=O)(=O)N1CCC(C(=O)NCCN2CCN(Cc3ccccc3)CC2)CC1
  A = 4%	B = -13%	C = -2.0%	D = 1%
> O=C(O)CSc1sc(=S)sc1SCC(=O)O
  A = 4%	B = -9%	C = -0.3%	D = -1%
> O=C(NCCCc1nc2ccccc2n1Cc1ccccc1Cl)c1ccco1
  A = -9%[10.9 µM]	B = 10%	C = 0.1%	D = -2%
> COc1cc(C(=O)Nc2nnc(CC(=O)N3CCOCC3)s2)cc(OC)c1OC
  A = 23%	B = 14%	C = 2.0%	D = 4%
> CC(C)(N=NC(C)(C)C1=NCCN1)C1=NCCN1
  A = -10%[10.9 µM]	B = 7%[9.22 µM]	C = -0.5%[11.4 µM]	D = 6%[9.22 µM]
> CCCS(=O)(=O)N1CCN(C(=O)c2ccc(-c3ccccc3)cc2)CC1
  A = -12%	B = 10%	C = 2.9%	D = 1%
> O=S(=O)(NCc1cccs1)c1cccc(S(=O)(=O)N2CCCCC2)c1
  A = -3%	B = -3%	C = 0.5%	D = -3%
> COc1cccc(NS(=O)(=O)c2ccc3[nH]cc(C(=O)NCCN4CCOCC4)c(=O)c3c2)c1
  A = 0%	B = -6%	C = 2.0%	D = -15%
> O=C(O)CCc1nc(-c2ccc(Cl)cc2)no1
  A = -56%[inhibitor]	B = -5%	C = ?	D = 0%
> CCCC1N=C2c3ccccc3N=C(SCC(=O)NCCc3ccc(Cl)cc3)N2C1=O (stereo not drawn)
  A = 13%[10.9 µM]	B = -17%	C = 1.7%	D = -1%
> CCn1c(Oc2ccc(Oc3ncc(Cl)cc3Cl)cc2)nc2c1c(=O)n(C)c(=O)n2C
  A = -11%	B = -2%	C = 1.2%	D = -8%
> O=C(Nc1cccc(F)c1)c1coc(=O)c(Br)c1
  A = .	B = 11%	C = .	D = -4%

Next section:
Screens by letter – A = Imprint erasure; B = p53ts 39C tox; C = IkB signaling; D = p53ts 32C tox
> Cc1cccc(-n2nnc(C(=O)N3CCc4ccccc4C3)c2N)c1
  A = 15%	B = -23%	C = ?	D = -20%
> COc1ccccc1-c1ccc2ncnc(N3CCN(C)CC3)c2c1
  A = -20%	B = -16%	C = -4.8%[11.4 µM]	D = -1%
> CCc1c(C)sc(NC(=O)CC#N)c1C#N
  A = -18%	B = 1%	C = 2.7%	D = 3%
> O=C(CSc1nc(=O)n(Cc2cccnc2)c2c1CCC2)Nc1cccc(Cl)c1
  A = 25%[10.9 µM]	B = -12%	C = ?	D = 4%
> Cc1ccc(C(=O)Nc2nnc(SCc3cc(=O)c4c(C)ccc(C)c4[nH]3)s2)cc1
  A = -12%[10.9 µM]	B = -3%	C = ?	D = -14%
> Cc1cc(C)cc(OCC(=O)Nc2c(C)ccc3nsnc23)c1
  A = 3%[10.9 µM]	B = 8%	C = -1.1%	D = 3%
> COc1cccc(C(=O)Nc2ncc3c(n2)CC(C)(C)CC3=O)c1
  A = -28%	B = -19%	C = ?	D = -16%
> FC(F)(F)c1cccc(-c2nc3nc(Cl)c(Cl)nc3[nH]2)c1
  A = -63%[inhibitor][10.9 µM]	B = 6%[9.22 µM]	C = ?	D = 17%[9.22 µM]
> CC(C)n1c(SCC(=O)N2CCCC2)nc2c1c(=O)n(C)c(=O)n2C
  A = 3%	B = -6%	C = -0.1%	D = 6%
> Cc1oc(-c2ccc(Cl)cc2)nc1CN1CCC(C(=O)N2CCN(Cc3ccccc3)CC2)CC1
  A = -12%	B = ?	C = 7.3%	D = -4%
> CN1CCc2c(sc3c2C(=O)NC(c2ccc(-c4cccc(Cl)c4)o2)N3)C1 (stereo not drawn)
  A = -15%	B = 4%	C = ?	D = -11%
> CCCNC(=S)NCCN1CCCCC1
  A = .	B = -1%	C = .	D = -1%
> COc1ccc(CCN2C(=O)N(c3ccc(C)cc3)C(=O)C2CC(=O)Nc2ccc(F)cc2)cc1 (stereo not drawn)
  A = 12%[10.9 µM]	B = -2%	C = ?	D = 4%
> O=S(=O)(c1ccccc1)N1CCN(Cc2ccccc2C(F)(F)F)CC1
  A = -6%	B = 11%	C = 7.7%	D = 3%
> COC(=O)c1c(SCC(=O)Nc2cc(C)cc(C)c2)[nH]c2ccccc2c1=O
  A = -8%[10.9 µM]	B = 13µM*	C = ?	D = ?

Next part
Screens by letter – A = Imprint erasure; B = p53ts 39C tox; C = IkB signaling; D = p53ts 32C tox
> CCSc1nc(O)c(C2OC(=O)c3c2ccc(OC)c3OC)c(=O)n1CC (stereo not drawn)
  A = -9%	B = 10%	C = 9.9%	D = 3%
> Cc1cc(C)n(-c2nc3c(c(=O)[nH]c(=O)n3C)n2CC(O)c2ccccc2)n1 (stereo not drawn)
  A = -11%	B = -11%	C = -2.8%	D = -20%
> CCCCOC(=O)c1ccc(NC(=O)c2cc3c(=O)n4cccc(C)c4nc3s2)cc1
  A = -10%[10.9 µM]	B = 8%	C = ?	D = 5%
> COc1ccc2sc(N(Cc3cccnc3)C(=O)c3cccs3)nc2c1
  A = -11%[10.9 µM]	B = -10%	C = ?	D = 8%
> CCCS(=O)(=O)N1CCC(C(=O)N2CCN(C(=O)OCC)CC2)CC1
  A = -3%	B = -5%	C = 0.0%	D = 6%
> CCCCc1nn2c(=O)cc(COC(=O)C3CCCCC3)nc2s1
  A = -13%[10.9 µM]	B = -13%	C = -2.1%	D = 0%
